Compound activity deposited in PubChem by Southern Research Specialized Biocontainment Screening Center.
influenza NS1A = H1N1 influenza NS1A inhibitors, functional cell based assay (AID 504329); one-dose inhibition, % at 12.5 µM; IC50 in µM for titrated hits; NS1A functional cell-based assay, percent inhibition; higher % means a stronger effect; hit rate 0.3% among 340,000; in the data active = a potency from the dose series; inconclusive = inhibition above about 27% without an active follow-up result; also: strong numbers were not always called active
H37Rv inhibition = M. tuberculosis growth inhibition, HTS (AID 449762) | M. tuberculosis H37Rv growth inhibition, 7H9 media; higher % means a stronger effect | hit rate 0.59% among 330,000 | one-dose inhibition, % at 25 µM; IC50 in µM for titrated hits; in the data active = a potency from the dose series; inconclusive = inhibition above about 70% without an active follow-up result;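 also: bacterial growth assessed after seven days of incubation; strong numbers were not always called active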
M. tuberculosis = growth inhibition of non-replicating M. tuberculosis (AID 488890) | hit rate 0.39% among 320,000 | Mycobacterium tuberculosis non-replicating, growth inhibition; higher % means a stronger effect | inhibition, % at 25 µM; hits with a dose series show IC50 in µM; in the data active = a potency from the dose series; inconclusive = inhibition mostly from about 82% at the one dose, without a potency; inactive = the rest, 99 in 100 with inhibition below about 76%;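 also: plate controls were DMSO cells for no effect and high antibiotic wells for full effect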
Salmonella PhoP GFP = PhoP regulon inhibitors, Salmonella typhi PhoP promoter GFP reporter, confirmatory (AID 1850) | hit rate 0.33% among 310,000 | Salmonella Typhi PhoP-promoter GFP reporter, fluorescence, 4 h; higher % means a stronger effect | inhibition, % at 50 µM, or IC50 in µM where a hit was titrated; in the data active = a potency from the dose series; inconclusive = inhibition mostly from about 25% at the one dose, without a potency; inactive = the rest, 99 in 100 with inhibition below about 19%;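 also: 0% = induced wells with vehicle and 100% = uninduced wells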
inhibitors of VEEV = inhibitors of VEEV TC-83 cytopathic effect, confirmation, Vero cells (AID 588727); Vero cells, VEEV TC-83 cytopathic effect inhibition; higher % means a stronger effect; hit rate 0.13% among 350,000; inhibition, % at 20 µM; hits with a dose series show IC50 in µM; in the data active = a potency from the dose series; inconclusive = inhibition mostly from about 14% at the one dose, without a potency; inactive = the rest, 99 in 100 with inhibition below about 12%; also: strong numbers were not always called active
inhibitors of VEEV 10K pilot screen = second read-out of inhibitors of VEEV, no call of its own (marks repeat the call); inhibition, %; measured here: 10K pilot screen inhibition
Starred values were filed as active, the others as inactive; i = inactive; ? = inconclusive; . = no result given.

SMILES	influenza NS1A	H37Rv inhibition	M. tuberculosis	Salmonella PhoP GFP	inhibitors of VEEV	others
CCN(c1ccccc1)S(=O)(=O)c1ccc(Cl)c(NC(=O)CN(C)Cc2cccc(F)c2)c1	-5%	.	.	.	5.3%
CN(CC(=O)Nc1c(Cl)cccc1Cl)C(=O)CNC(=O)c1sc2ccccc2c1Cl	-8%	.	.	.	0.6%
O=C(O)COCC(=O)N1CCN(c2cc(C(F)(F)F)nc3ccccc23)CC1	-4%	1%	3%	2%	0.9%
COC(=O)c1cc2sc(Cl)cc2n1CC(=O)N1CCCc2ccccc21	-6%	-5%	4%	-8%	i
CCOc1cc(/C=N/n2cnnc2)ccc1OS(=O)(=O)c1ccc(C)cc1	0%	0%	32%	-6%	0.7%
Cc1ccccc1N1CCN(C(=O)c2ccc(Oc3ccc(C(F)(F)F)cn3)cc2)CC1	5%	24µM*	?	-5%	i
CCOC(=O)C1=C(COC(=O)c2ccc(Cl)nc2)NC(=O)NC1C (centres undefined)	11%	.	.	.	i
O=C(CCCN1C(=O)/C(=C/c2ccccc2Cl)SC1=S)NNC(=O)c1cccnc1	6%	25%	-34%	-4%	5.7%
Cc1ccc(CNC(=O)C(=O)c2cn(CC(=O)N3CCOCC3)c3ccccc23)cc1	-12%	-3%	6%	7%	6.7%
COc1ccccc1CNC(=O)C[n+]1ccccc1	-2%	-6%	-2%	5%	2.0%
O=C(N/N=C/c1cccc([N+](=O)[O-])c1)c1cc(-c2ccccc2)nc2ccccc12	-2%	-7%	-7%	-3%	0.3%
COc1ccc(NC(=O)c2cc(-c3ccccn3)nc3ccccc23)cc1S(=O)(=O)N(C)C	-9%	-9%	49%	.	8.9%
CSCC[C@H](NC(=O)OC(C)(C)C)C(=O)N1CCC(C(=O)NCC(=O)Nc2ccc(C)cc2)CC1	19%	1%	-5%	5%	0.7%
Cn1c(=O)c(C(=O)COc2ccc(C#N)cc2)c(N)n(Cc2ccccc2)c1=O	11%	5%	16%	-8%	4.3%
C=CCSc1nc(=O)n2cccc(C)c2n1	-1%	-7%	2%	0%	0.8%
CCN(CCNC(=O)C1CCN(S(C)(=O)=O)CC1)c1ccccc1	4%	-6%	-2%	2%	0.9%
CSc1[nH]c(=O)c(C(=O)O)cc1C#N	-5%	-7%	-10%	-3%	0.7%
CCCCn1c(SC(C)C(N)=O)nc2cc(C(=O)OC)ccc2c1=O (centres undefined)	10%	2%	43%	-8%	0.3%
COCCNC(=O)C(=O)NNC(=O)c1ccccc1OC	8%	-5%	-6%	-7%	1.6%
Cc1ccc(S(=O)(=O)/N=C(\c2ccccc2)N(C)S(=O)(=O)c2ccc(C)cc2)cc1	-19%	0%	-12%	-2%	8.2%
COc1cc(NC(=O)c2ccc(Cl)cc2)c(OC)cc1NC(=O)CN1CCCCC1	.	?	-5%	4%	12%
CSc1ccccc1NC(=O)C(C)N1C(=O)c2ccccc2S1(=O)=O (centres undefined)	-14%	-5%	-9%	5%	1.0%
CC1(C)OC(=O)C(=CNc2cccc(C(=O)O)c2)C(=O)O1	4%	8%	-2%	-3%	0.3%
FC(F)(F)c1nc(Sc2ncccc2C(F)(F)F)n[nH]1	-21%	3%	11%	-1%	2.3%
O=C(c1cc(COc2ccc(F)cc2Cl)on1)N1CCCCCCC1	1%	3%	39%	4%	i
SMILES	influenza NS1A	H37Rv inhibition	M. tuberculosis	Salmonella PhoP GFP	inhibitors of VEEV	others
NC(=O)c1cccn(Cc2ccc(C(F)(F)F)cc2)c1=O	.	0%	-7%	-1%	1.2%
O=C(CSc1ncn[nH]1)Nc1cccc2ccccc12	1%	17%	41%	2%	0.4%
O=C(C1CC(=O)N(c2ccc(Cl)cc2)C1)N1CCN(Cc2ccc3c(c2)OCO3)CC1 (centres undefined)	3%	0%	7%	-2%	0.5%
CCOC(=O)c1sc(N2C(=O)C(O)=C(C(=O)c3ccco3)C2c2ccco2)nc1C (centres undefined)	-1%	0%	36%	-5%	4.7%
CC(C)CN1C(=O)c2ccc(NC(=O)c3ccccc3F)cc2C1=O	17%	9%	-8%	-3%	2.1%
CNC1(c2ccc(F)cc2)CCCCC1	-2%	.	.	.	0.1%
Cc1ccc(SCC(=O)OCn2nnc3ccccc3c2=O)cc1C	-2%	-1%	73%	-3%	0.2%	inhibitors of VEEV 10K pilot screen=0.6
CCn1c(-c2cc(Br)ccc2O)n[nH]c1=S	1%	-1%	-9%	-9%	i
c1ccc(OCCCc2nc(-c3ccncc3)no2)cc1	7%	0%	28%	-8%	1.3%
O=C(O)/C=C\C(=O)Nc1ccc(N2CCN(c3ccc(Cl)c(Cl)c3)CC2)cc1	9%	?	79%	2%	4.8%
CN1CCN(c2ccc(Cl)cc2NC(=O)c2ccc(S(=O)(=O)N3CCCCCC3)cc2)CC1	6%	7%	47%	-9%	6.0%
C=CCc1ccc(OCCCNCc2ccccc2)c(OC)c1	-1%	-3%	17%	6%	i
Cc1ccc(C(=O)N/C(=C/c2ccccc2)C(=O)NCC2CCCO2)cc1 (centres undefined)	2%	1%	-4%	5%	0.2%
CCOC(=O)C1=NNC2(CC(=O)N(c3cc(C)cc(C)c3)C2=O)C1 (centres undefined)	-1%	1%	-18%	0%	2.0%
C=CCNC(=O)c1ccccc1NC(=O)C1COc2ccccc2O1 (centres undefined)	-17%	5%	-3%	-7%	1.2%
Cc1ccc(/C=C/c2ccc(=O)n(Cc3ccc(Cl)cc3Cl)n2)cc1	2%	1%	-27%	15%	1.7%
CCCn1c(Cc2ccccc2)nnc1SCC(=O)N1CCOCC1	-12%	-3%	-23%	-5%	1.5%
COc1ccc(NC(=O)CSc2nn3c(=O)c(C)nnc3s2)cc1	8.3µM*	1%	-19%	8%	1.8%
CCCC12CN3CC(C)(CN(C1)C31CCCCC1)C2=O	-6%	-5%	-4%	-4%	0.5%
O=C(Oc1ccccc1)c1cccc(N2C(=O)CCC2=O)c1	-3%	1%	-5%	-10%	0.1%
O=C(Nc1ccccc1)c1cccc(Cn2cc(C(F)(F)F)ccc2=O)c1	-1%	-1%	12%	4%	32%
Cc1ccc(S(=O)(=O)NCC(c2ccccc2)N2CCN(c3ccc(F)cc3)CC2)cc1 (centres undefined)	-3%	.	.	.	2.5%
O=C(CC1C(=O)NCCN1CC1CCCCC1)NCc1ccccc1Cl (centres undefined)	-10%	-3%	15%	-2%	0.2%
O=S(=O)(c1ccc2ccccc2c1)N1CCc2ccccc21	0%	2%	13%	1%	0.5%
CN(C)C(=O)c1ccc(-c2cc(C(F)(F)F)nn2C)s1	.	-1%	3%	-6%	1.5%
SMILES	influenza NS1A	H37Rv inhibition	M. tuberculosis	Salmonella PhoP GFP	inhibitors of VEEV	others
COc1ccc2c(c1)OC[C@H]1[C@H]2N2C(=O)c3cc(F)ccc3NC(=O)[C@@]2(C)[C@H]1c1ccccc1	3%	1%	?	.	1.6%
Cc1nc2nc(NCc3cccs3)nn2c(C)c1Cl	6%	1%	-3%	0%	0.4%
CC(C)n1c(SCC(=O)NC2CCCCC2)nnc1-c1ccco1	7%	-2%	-2%	-3%	i
CN1CCN(C(=O)CSc2nnc(COc3ccc(Cl)cc3)o2)CC1	0%	-1%	1%	-1%	i
COc1ccccc1N1CCN(C2CCCN(Cc3cc(F)cc(F)c3)C2)CC1 (centres undefined)	1%	4%	6%	8%	0.7%
COc1ccc(S(=O)(=O)N2CCN(Cc3ccco3)CC2)cc1	-3%	0%	-15%	3%	0.8%
CCOC(=O)COc1ccc2c(c1)c(C(C)=O)c(C)n2Cc1ccccc1	5%	?	4.6µM*	-1%	3.7%
O=C(c1ccc(Cl)c(S(=O)(=O)NCc2ccccc2)c1)N1CCN(c2ccccn2)CC1	8%	4%	13%	-2%	2.3%
CC(=O)N/N=C(\C)CCc1ccccc1	-4%	2%	-3%	-10%	1.6%
CC(=O)c1cccc(OCC(=O)Nc2cccc(C(=O)Nc3c(C)n(C)n(-c4ccccc4)c3=O)c2)c1	-3%	-8%	10%	.	1.4%
CN(C(=O)CSc1nc2c(c(=O)[nH]1)CCCC2)C1CCCCC1	-9%	3%	12%	-2%	1.6%
CS(=O)(=O)N(CC(=O)Nc1ccc(F)c(F)c1)c1cccc([N+](=O)[O-])c1	-6%	-3%	27%	-2%	2.0%
CCN(CCn1cccn1)C(=O)CCc1nnc(-c2ccccc2)o1	4%	8%	-27%	-3%	i
Cc1cccc(NC(=O)c2ccc(Cl)c(NC(=O)c3ccncc3)c2)c1C	13%	-7%	-22%	9%	1.7%
O=C1C(Cl)=C(NCCN2CCCCC2)C(=O)c2ccccc21	-1%	37%	4%	-3%	9.0%
O=C(Nc1ccc2c(c1)OCO2)Nc1ccc(Cl)cc1Cl	1%	-6%	-7%	1%	0.8%
NC(=O)c1ccc(-n2nnnc2Oc2ccc(Br)cc2)cc1	-3%	0%	0%	-1%	1.6%
COc1ccc(CCn2c(=O)[nH]c3cc(C(=O)NCCCN4CCOCC4)ccc3c2=O)cc1OC	4%	-9%	-1%	15%	1.9%
CN(Cc1ccccc1F)c1nc(-c2cccs2)nc2ccccc12	-9%	13%	51%	-7%	0.8%
CC(C)=Nc1ccccc1C1COC(=O)C1=N (centres undefined)	-8%	-4%	-11%	-3%	4.2%
CN(C)S(=O)(=O)c1cccc(NC(=O)COc2ccc(C(=O)c3ccccc3)cc2)c1	1%	67%	?	-35%	4.2%
CCOc1ccccc1-n1c(SCC(N)=O)nnc1-c1ccc(O)cc1	1%	0%	7%	6%	i
Cc1cc(C(=O)NCc2cc(C(=O)O)co2)co1	-2%	-1%	-8%	8%	0.7%
OCC#Cc1cnc2ccccc2c1	-3%	-14%	7%	3%	i
CC(O)(CS(=O)(=O)Cc1ccccc1)C(=O)Nc1ccc(C(F)(F)F)cc1 (centres undefined)	2%	-1%	4%	10%	i

Quoted at random: seven entries already listed, in no set order.
SMILES	influenza NS1A	H37Rv inhibition	M. tuberculosis	Salmonella PhoP GFP	inhibitors of VEEV	others
COc1ccc2c(c1)OC[C@H]1[C@H]2N2C(=O)c3cc(F)ccc3NC(=O)[C@@]2(C)[C@H]1c1ccccc1	3%	1%	?	.	1.6%
O=C(c1ccc(Cl)c(S(=O)(=O)NCc2ccccc2)c1)N1CCN(c2ccccn2)CC1	8%	4%	13%	-2%	2.3%
CC(O)(CS(=O)(=O)Cc1ccccc1)C(=O)Nc1ccc(C(F)(F)F)cc1 (centres undefined)	2%	-1%	4%	10%	i
CS(=O)(=O)N(CC(=O)Nc1ccc(F)c(F)c1)c1cccc([N+](=O)[O-])c1	-6%	-3%	27%	-2%	2.0%
CC(=O)N/N=C(\C)CCc1ccccc1	-4%	2%	-3%	-10%	1.6%
Cc1nc2nc(NCc3cccs3)nn2c(C)c1Cl	6%	1%	-3%	0%	0.4%
O=C1C(Cl)=C(NCCN2CCCCC2)C(=O)c2ccccc21	-1%	37%	4%	-3%	9.0%

More entries
SMILES	influenza NS1A	H37Rv inhibition	M. tuberculosis	Salmonella PhoP GFP	inhibitors of VEEV	others
O=C(CN1CCCCC1)Nc1cccc(-n2cnnn2)c1	8%	-6%	-17%	3%	2.0%
Cc1cccc(-n2ncc(Cl)c(Cl)c2=O)c1	7%	?	?	3%	?
CC(C)(C)N1C(=O)c2ccccc2NC(=O)N1Cc1ccc(Br)cc1	8%	1%	17%	-4%	1.1%
C=CCn1c(C)cc(C(=O)COc2nncc3ccccc23)c1C	1%	2%	56%	5%	0.3%
Cc1cc(Oc2ccc([N+](=O)[O-])cc2)nc(N2CCOCC2)n1	9%	4%	-5%	-2%	i
CC(=O)N(c1cccc(Br)c1)C1C=CS(=O)(=O)C1 (centres undefined)	6%	7%	1%	-7%	0.1%
COc1ccccc1NC(=O)Cn1nnc(C(=O)NCCc2ccccc2)c1N	5%	4%	42%	-3%	0.8%
COc1ccc(-n2ncc3c(NCCN4CCOCC4)ncnc32)cc1	9%	36%	13%	3%	6.5%
Cc1ccc(C2=NN(C(=O)CCC(=O)O)C(c3cccs3)C2)cc1 (centres undefined)	-6%	3%	-1%	4%	0.5%
CC(=O)Nc1ccc(NC(=O)c2ccc(Cn3cc(Cl)cn3)cc2)cc1	5%	1%	35%	7%	0.9%	inhibitors of VEEV 10K pilot screen=2.9
CC(C)c1ccc(NC2CCCN(C(=O)C3=NN(C)C(=O)CC3)C2)cc1 (centres undefined)	0%	8%	5%	2%	3.0%
Cc1ccccc1NC(=O)COc1ccc(Br)cc1C	-9%	-8%	45%	-4%	0.4%
CCCCC(O)(CCCC)C(=O)NN(C(=O)CCl)c1ccccc1	-4%	3.9µM*	?	5%	?
CC1CC(C)CN(CC(=O)NCCc2ccc(S(N)(=O)=O)cc2)C1 (centres undefined)	1%	2%	5%	-18%	0.1%
COc1ccc(-c2noc(-c3ccco3)n2)cc1OC	10%	-1%	-11%	6%	5.0%
